KAT2A inh: inhibitors of human GCN5L2 histone acetyltransferase; Potency, µM (series often up to 58.9 µM), for inactives: at the top dose activity change, negative = inhibition, hits mostly inhibitors; AID 504327; Q92830; GCN5L2 HAT assay, ThioGlo1 CoA-SH fluorescence; actives 0.21% (n = 390,000)
Target sequence (Q92830 whole entry, looked up): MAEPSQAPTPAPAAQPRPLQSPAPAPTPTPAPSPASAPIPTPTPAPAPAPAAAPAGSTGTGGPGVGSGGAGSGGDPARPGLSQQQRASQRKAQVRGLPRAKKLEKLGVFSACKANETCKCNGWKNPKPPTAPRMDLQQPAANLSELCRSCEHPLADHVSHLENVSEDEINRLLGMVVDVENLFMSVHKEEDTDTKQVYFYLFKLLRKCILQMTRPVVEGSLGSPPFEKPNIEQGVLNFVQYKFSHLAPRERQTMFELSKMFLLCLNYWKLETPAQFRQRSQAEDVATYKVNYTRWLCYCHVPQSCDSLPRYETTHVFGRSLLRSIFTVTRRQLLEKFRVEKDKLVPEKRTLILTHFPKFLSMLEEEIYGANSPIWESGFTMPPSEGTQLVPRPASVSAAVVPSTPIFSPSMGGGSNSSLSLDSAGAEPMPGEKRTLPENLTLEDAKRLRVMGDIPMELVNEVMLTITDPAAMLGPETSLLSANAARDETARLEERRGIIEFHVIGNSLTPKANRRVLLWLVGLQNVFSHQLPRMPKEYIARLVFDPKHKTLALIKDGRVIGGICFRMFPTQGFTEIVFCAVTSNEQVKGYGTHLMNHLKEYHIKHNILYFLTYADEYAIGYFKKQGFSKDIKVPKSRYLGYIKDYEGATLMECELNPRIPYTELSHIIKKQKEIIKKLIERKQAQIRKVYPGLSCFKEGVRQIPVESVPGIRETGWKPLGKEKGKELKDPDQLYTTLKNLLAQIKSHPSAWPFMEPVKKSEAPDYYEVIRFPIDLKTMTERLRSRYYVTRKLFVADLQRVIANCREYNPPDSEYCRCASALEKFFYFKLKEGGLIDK
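GCN5L2 (20nM final) in 50mM HEPES, 0.1mM EDTA pH 7.5, 0.01% Tween-20 was preincubated 15 min at room temperature with compound, then given ThioGlo1 (50uM), H3(1-25) peptide (75uM) and acetyl-CoA (70uM); CoA-thiol fluorescence (Ex340/Em540) was read at 0 and 20 min.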
DT40 TDP1 CPT: DT40-hTDP1 cell growth loss with CPT | chicken DT40 Tdp1-/-;hTDP1 cells + 20 nM CPT, ATP luminescence, 48 h | Potency, µM (titrated, usually from 46.2 µM), inactives show top-dose activity change, negative = growth inhibition, most hits filed as inhibitors | actives 12% (n = 420,000) | AID 686979; also: nearly all actives have a fitted effect of over 55% in size
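Cell growth measured by CellTiter-Glo luminescence after a minimum 48 h, 37 C compound exposure with 20 nM CPT in Tdp1-knockout DT40 cells stably expressing hTDP1, seeded 400/well; qHTS titration format.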
DT40 TDP1 no CPT: qHTS for Inhibitors of human tyrosyl-DNA phosphodiesterase 1 (TDP1): qHTS in cells in absence of CPT. DT40 Tdp1-/- hTDP1 cells, no CPT, ATP luminescence, 48 h. Potency, µM (top dose mostly 46.2 µM), without a hit: top-dose activity change, negative = growth inhibition, usual class: inhibitors. actives 15% (n = 420,000); also: nearly all actives have a fitted effect of over 55% in size
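Chicken DT40 Tdp1-/- cells complemented with human TDP1, screened without camptothecin (DMSO vehicle only), 400 cells/well. Compounds pin-transferred, cells incubated at 37 °C for at least 48 hr. Growth read as ATP-dependent luminescence (CellTiter-Glo, 30 min at RT).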
Starred values were filed as active, the others as inactive; ? = inconclusive; . = no result given; [ ] = remark or other dose. Calls follow the shape of the dose curve; as a rule, active = well fitted curve in the direction sought with a large enough effect; inconclusive = small, poorly fitted or top-dose-only effect, or another doubt; inactive = no such curve, though single readings can be large; an effect the other way counts as inactive or inconclusive. % is scaled to controls: 0 for no effect and ±100 for the full control effect; potency is read from the fitted curve at half-maximal effect. An excerpt; count on the stated rates, not on these rows.

SMILES	KAT2A inh	DT40 TDP1 CPT	DT40 TDP1 no CPT
O=C(Nc1ccc(Cl)cc1Cl)c1ccc2c(c1)OCCO2	-3%	-21%	-5%
COc1ccc2nc(N3C(=O)CC(Cc4ccc(Cl)cc4)C3=O)sc2c1 (stereo unspecified)	-9%	-1%	0%
Cc1ccc(N2C(=NC(=O)c3ccccc3)SC3CS(=O)(=O)CC32)cc1 (stereo unspecified)	-7%	-6%	3%
Cc1occc1C(=O)Nc1sc2c(c1C(N)=O)CCCCC2	-1%	?	?
C[C@]12c3[nH]c4cc(-c5ccco5)ccc4c3CCN1C(=O)[C@@H](CC(=O)NCc1cccc(C(F)(F)F)c1)C[C@@H]2C(=O)N1CCOCC1	-14%	?	?
CCN(CC)c1ccc(C2C(C(N)=O)=C(C)Nc3nc(SCc4ccccc4)nn32)cc1 (stereo unspecified)	-8%	-3%	4%
CCOc1ccc(CNS(=O)(=O)c2ccc3c(c2)CC(C)N3C(C)=O)cc1OC (stereo unspecified)	-10%	13µM*	12µM*
COc1ccccc1OCC(=O)NCC(c1cccs1)N1CCOCC1 (stereo unspecified)	1%	3%	-4%
Cc1ccccc1C(=O)N1CC(=O)Nc2ccc(Cl)cc2C1c1ccccc1 (stereo unspecified)	0%	?	?
CCOC(=O)C1=CCN(S(=O)(=O)c2cccc(Cl)c2)C1c1cccc(F)c1 (stereo unspecified)	.	21µM*	21µM*
CN(C(=O)c1ccccc1C(=O)OCC(=O)c1ccc(Br)cc1)c1ccccc1	-23%	?	?
CCCCNC(=NCc1cccc(C(F)(F)F)c1)Nc1ccccc1	-5%	13µM*	10µM*
C[C@H]1CN([C@@H](C)CO)C(=O)c2cc(NC(=O)Cc3ccccc3)ccc2O[C@H]1CN(C)Cc1ccccc1	1%	-4%	-2%
CC1CCN(C(=O)c2ncn3c2c(=O)[nH]c2ccccc23)CC1	.	3%	6%
CCOC(=O)c1nnn(CC(=O)N2N=C(c3cccc4ccccc34)CC2c2ccccc2)c1C(=O)OCC (stereo unspecified)	-9%	?	21µM*
CSc1nc2cc3c(cc2n1C(=O)c1ccc(C)cc1)OCCO3	12%	?	-22%
CCC(C(=O)Nc1cc(OC)cc(OC)c1)n1nc(-c2ccc(C)c(C)c2)ccc1=O (stereo unspecified)	-19%	?	?
COc1ccc(C(=O)NCC(=O)NCC(=O)OCC(=O)C(C)(C)C)cc1	2%	-3%	1%
Cc1ccc(S(=O)(=O)N2C[C@H]3C(=O)C[C@@H](c4cccc(Cl)c4)N(S(=O)(=O)c4ccc(C)cc4)[C@H]3C[C@H]2c2ccc(Cl)cc2)cc1	.	-16%	-21%
CCOC(=O)c1sc(CS(=O)(=O)c2ccc(Cl)cc2)nc1C	-1%	19%	?
CN(C(=O)CSc1nc2ccc(NC(=O)c3ccco3)cc2s1)c1ccccc1	-13%	18µM*	23µM*
CC(C)Cn1c(-c2cccc(S(=O)(=O)N3CCOCC3)c2)n[nH]c1=S	0%	-5%	-9%
C[C@H](NC(=O)[C@@H]1CCCN1C(=O)[C@@H]1CCCN1C(=O)c1ccc(Cl)cc1)c1ccccc1	.	-26%	?
Cc1cc2nc(-c3ccccc3O)[nH]c2cc1C	.	-14%	?
C=CCNC(=S)NCC=C	2%	15%	-14%
NC(=O)CCC(NC(=O)OCc1ccccc1)C(=O)OCC(=O)c1ccccc1 (stereo unspecified)	.	-22%	-19%
COc1ccccc1CNC(=O)C(NS(=O)(=O)c1ccc2c(c1)oc(=O)n2C)C(C)C (stereo unspecified)	3%	-2%	-28%
CC(C)=CC1C(C(=O)NCCc2ccccc2)C1(C)C (stereo unspecified)	.	3%	?
COc1ccc(-c2ccc3c(c2)c(Sc2ccccc2)c(-c2ccccc2)n3C)cn1	.	?	?
CCOC(=O)c1c(C)n(C)c2cc(-c3ccc(C)cc3)c(O)cc12	3%	-9%	-14%

Copied from the list:
C[C@]12c3[nH]c4cc(-c5ccco5)ccc4c3CCN1C(=O)[C@@H](CC(=O)NCc1cccc(C(F)(F)F)c1)C[C@@H]2C(=O)N1CCOCC1 in KAT2A inh has -14%
COc1ccc(C(=O)NCC(=O)NCC(=O)OCC(=O)C(C)(C)C)cc1 in KAT2A inh has 2%

Additional records
SMILES	KAT2A inh	DT40 TDP1 CPT	DT40 TDP1 no CPT
Cc1nc(-c2nc(C(=O)NNS(C)(=O)=O)cs2)cs1	-2%	1%	1%
CCOc1ccc(NC(=O)CS(=O)CC(=O)Nc2cccnc2)cc1 (stereo unspecified)	-5%	13%	-1%
COCCn1c(=O)cnc2cnc(OC)nc21	-8%	-10%	0%
CC(=O)OCc1cc(-c2nc3ccccc3[nH]c2=O)nn1-c1ccc(Cl)cc1	?	?	?
C[C@H](CO)N1C[C@H](C)[C@@H](CN(C)C(=O)Nc2cc(F)ccc2F)Oc2ncc(-c3cccc(F)c3)cc2C1=O	.	?	?
CC(C)CC1COC(=O)N1 (stereo unspecified)	-5%	?	-7%
COc1ccc(C(=O)C(C)OC(=O)c2nc3nccc(C)n3n2)cc1 (stereo unspecified)	2%	-1%	23%
O=C(c1ccc(F)cc1)N1CCN(C(=O)c2cccnc2)CC1	1%	3%	-3%
O=C(Cn1cc(C(F)(F)F)ccc1=O)Nc1ccc2c(c1)OCO2	.	7%	0%
CC(=O)c1ccc(N2CCN(c3ncnc4c3c(-c3ccccc3)cn4-c3ccc(C)c(Cl)c3)CC2)cc1	0%	-2%	9%
Cn1nc(-c2ccc3c(c2)OCCO3)c2ccccc2c1=O	-4%	?	21µM*
C=CCSc1nc2c(N)ncnc2n1C1OC(CO)C(O)C1O (stereo unspecified)	.	5%	-13%
O=C(O)CC/C(=N/NC(=O)c1ccc(-c2ccccc2)cc1)c1ccccc1	0%	11%	3%
Cc1cc(=O)[nH]c2nnc(-c3ccc(Br)cc3)n12	?	-22%	-13%
Cc1ccc(-c2nnnn2-c2ccccc2C(=O)O)cc1	.	-15%	-4%
C(#Cc1ccccc1)CN1CCCCC1	-1%	0%	4%
CC(Oc1ccc(Cl)cc1Cl)C(=O)NCc1ccncc1 (stereo unspecified)	-2%	?	?
O=C(COC(=O)c1ccc(Cl)nc1)Nc1ccc2c(c1)OCCO2	-1%	2%	-19%
Cc1ccnc(NS(=O)(=O)c2cnc(Cl)c(Br)c2)c1	40%[activator]	-24%	-17%
COc1cc(S(=O)(=O)N2CCN(C)CC2)c(OC)cc1Cl	0%	-4%	9%

4 entries from above, field by field.
> O=C(O)CC/C(=N/NC(=O)c1ccc(-c2ccccc2)cc1)c1ccccc1
  KAT2A inh = 0%; DT40 TDP1 CPT = 11%; DT40 TDP1 no CPT = 3%

> Cc1cc(=O)[nH]c2nnc(-c3ccc(Br)cc3)n12
  KAT2A inh = ?; DT40 TDP1 CPT = -22%; DT40 TDP1 no CPT = -13%

> Cc1ccc(-c2nnnn2-c2ccccc2C(=O)O)cc1
  KAT2A inh = .; DT40 TDP1 CPT = -15%; DT40 TDP1 no CPT = -4%

> C(#Cc1ccccc1)CN1CCCCC1
  KAT2A inh = -1%; DT40 TDP1 CPT = 0%; DT40 TDP1 no CPT = 4%

(listing goes on)
SMILES	KAT2A inh	DT40 TDP1 CPT	DT40 TDP1 no CPT
Cc1ccc(C)c(CC(=O)N2CCCC(c3cc(C(=O)Nc4ccc5c(c4)OCO5)no3)C2)c1 (stereo unspecified)	.	15µM*	16µM*
Cc1ccc(OCC(=O)NC2CCCC(C)C2C)c([N+](=O)[O-])n1 (stereo unspecified)	-2%	?	-9%
CCN(CC)CCN(Cc1cc2ccc(C)cc2[nH]c1=O)C(=O)NC1CCCCC1	-2%	-5%	-9%
CCN(C(=O)C1CCC(CNS(=O)(=O)c2cccc3nsnc23)CC1)c1cccc(C)c1 (stereo unspecified)	-3%	?	21µM*
Cc1cccc(NC(=O)Cn2c(=O)n3nc(CCn4nc(C)cc4C)nc3c3ccccc32)c1	-41%	18µM*	13µM*
NC1(CO)COC(c2ccccc2)OC1 (stereo unspecified)	.	1%	-1%
CC(NCC(O)COc1ccc(S(=O)(=O)N2CCOCC2)cc1)c1ccccc1 (stereo unspecified)	-3%	-12%	-23%
Cc1ccnc(NC(=O)c2cccc(S(=O)(=O)Nc3ccc(C)cc3C)c2)c1	-5%	-3%	?
CCOC(=O)c1cc(-c2ccccc2)sc1NC(=O)CCN1C(=O)c2ccccc2C1=O	33%[activator]	-20%	?
O=C1C=C(c2ccc3cc[nH]c3c2)C[C@@H](c2ccc3c(c2)OCO3)C1	-20%	1.8µM*	10µM*
CCc1ccc(OCC(=O)O/N=C(\N)c2ccccn2)cc1	?	-14%	-13%
CC(C)c1csc(CN2CCN(CCc3ccccc3)C(CCO)C2)n1 (stereo unspecified)	-20%	-4%	-27%
Nc1ccc(/C=C/c2ccc(N)cc2S(=O)(=O)O)c(S(=O)(=O)O)c1	13µM*	-1%	-17%
CCC(=O)N=c1sc2cc(F)cc(F)c2n1C	.	3%	-7%
CCOC(=O)C(=CNNc1c(C)csc1C(=O)OC)C(=O)OCC	-2%	?	15µM*
O=C(Cn1c(=O)n(-c2ccc(Cl)cc2)c(=O)c2c3c(sc21)CCC3)c1ccc(F)cc1	-9%	8.2µM*	9.2µM*
COc1ccc(NC(=O)Nc2ccc(O)c3ccccc23)cc1	.	5.8µM*	13µM*
Cc1[nH]nc2c1C(c1ccccc1)C1=C(CC(C)(C)CC1=O)N2 (stereo unspecified)	-5%	-27%	?
CC1=NN(C(=O)c2ccncc2)C(=O)C1N=Nc1ccc2ccccc2c1 (stereo unspecified)	.	?	?
Cc1ccc(CSCC(=O)N(C)CC(=O)Nc2ccc(Cl)c(Cl)c2)cc1	-7%	?	?
CN(C)c1ccc(/C=C/c2ccc3ccccc3n2)cc1	-8%	18µM*	12µM*
CC1CCN(C(=O)CSCc2ccc(Cl)cc2)CC1	-3%	?	?
CN(C1CCCCC1)S(=O)(=O)c1ccc(-c2ccccn2)s1	-9%	0%	-4%
COC(=O)CNC(=O)CN(c1ccc(OC)cc1OC)S(=O)(=O)c1ccccc1	-14%	-2%	-11%
O=C(CC1(O)C(=O)N(CCc2ccccc2)c2ccc(Br)cc21)c1ccccc1 (stereo unspecified)	-12%	?	?
CC(=O)c1cc(C#N)c(SCC(=O)OC(C)C)nc1C	4%	?	?
O=C(NCC1CCCN1S(=O)(=O)c1cccs1)c1ccc(Cl)cc1 (stereo unspecified)	-17%	?	?
CCOC(=O)C1=C(COC(=O)CCC(=O)c2ccc(C)cc2)NC(=O)NC1C (stereo unspecified)	1%	-23%	1%
CN(CC(=O)N1CCN(c2ccccn2)CC1)S(=O)(=O)c1ccc2ccccc2c1	2%	-7%	-6%
COC(=O)c1ccc(CC2(C)C(=O)Nc3ccc(-c4cccc(C(F)(F)F)c4)cc32)o1 (stereo unspecified)	.	?	16µM*
O=C(Nc1ccc(F)c(Cl)c1)c1cc(S(=O)(=O)N2CCCc3ccccc32)ccc1F	-21%	13µM*	15µM*
O=c1ccc2cc(S(=O)(=O)Nc3ccccc3F)ccc2o1	-4%	-5%	-32%
NNC(=O)c1ccc(COc2ccc(Br)cc2)o1	3%	-19%	27%
Cn1c(OCC2CCCO2)nc2cc(-c3ccccc3)sc2c1=O (stereo unspecified)	.	23µM*	?
O=[N+]([O-])c1ccccc1-c1ccc(/C=N/n2cnnc2)o1	38%[activator]	-15%	-13%
Cc1nc(SCCC(C)C)c([N+](=O)[O-])[nH]1	-14%	-17%	-16%
CCN(CC)C(=O)c1cc2cc(Br)ccc2oc1=O	-1%	1%	-7%
COC(=O)c1ccccc1S(=O)(=O)N1CCC(C(=O)OC(C)C(=O)NC(N)=O)CC1 (stereo unspecified)	-3%	-4%	6%
Cc1ccc(S(=O)(=O)N(C)c2nc3ccccc3[nH]c2=S)cc1	?	?	?
O=C(c1ccc([N+](=O)[O-])cc1)N(Cc1ccc(Cl)cc1Cl)N1C(=O)CCCC1=O	-7%	-12%	-22%

Source: PubChem
